High-throughput results deposited in PubChem by several laboratories.
MT1-MMP txn act = MT1-MMP promoter transcription activation; activation factor at 10 µM; hit rate 0.16% among 86,000; HT1080 MT1-MMP promoter luciferase reporter, luminescence, overnight; stronger effect = higher value;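 active means activation factor of at least 2 for MT1-MMP transcription at 10 µM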
Calb biofilm kill = kills Candida albicans biofilms; hit rate 0.14% among 85,000; C. albicans biofilm + clotrimazole, Alamar Blue; inhibition, % at 6 µM;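 active means inhibition above 20%; inactive means inhibition below 20%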;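 further: preformed 24 hr biofilms exposed to compound for 48 hr; 0% = biofilm without compound and 100% = blank killed by clotrimazole plus chlorhexidine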
sEH inh = soluble epoxide hydrolase (human) inhibition | P34913 | recombinant human sEH enzymatic activity assay | inhibition, % at 2 µM | hit rate 0.34% among 91,000 | AID 707; in the data active means inhibition above about 80%; further: values of inactives mirror those of a sister screen read the other way; many of its hits are not listed in these tables
ERb SRC1 inh = blocks coactivator binding to human estrogen receptor beta; AID 633; hit rate 1.3% among 86,000; TR-FRET ER-beta LBD / SRC1-Cy5 peptide binding; receptor agonist-loaded with 1 µM estradiol; Q92731; inhibition, % at 25.6 µM;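 active means compounds whose percent inhibition of the receptor-coactivator binding signal exceeds about 50% in the single-dose screen, limit read from the data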;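 further: 0% = receptor plus peptide wells without compound and 100% = peptide-only wells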
Target sequence (Q92731 whole entry, looked up, the tested form may be a part): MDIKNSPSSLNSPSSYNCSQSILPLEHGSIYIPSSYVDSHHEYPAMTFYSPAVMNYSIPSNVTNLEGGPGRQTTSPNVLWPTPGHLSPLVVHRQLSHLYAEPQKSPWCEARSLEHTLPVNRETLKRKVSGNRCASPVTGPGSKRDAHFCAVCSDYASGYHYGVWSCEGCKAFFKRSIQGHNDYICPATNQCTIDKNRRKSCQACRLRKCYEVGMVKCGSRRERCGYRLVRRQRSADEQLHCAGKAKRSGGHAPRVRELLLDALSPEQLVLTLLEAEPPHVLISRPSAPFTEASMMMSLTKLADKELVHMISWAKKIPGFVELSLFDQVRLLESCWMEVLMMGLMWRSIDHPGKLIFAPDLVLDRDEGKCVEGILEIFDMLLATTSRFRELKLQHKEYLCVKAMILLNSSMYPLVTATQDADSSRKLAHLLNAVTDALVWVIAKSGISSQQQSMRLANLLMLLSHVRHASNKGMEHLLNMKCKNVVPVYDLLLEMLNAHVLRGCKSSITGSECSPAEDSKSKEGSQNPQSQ
Smad3 FoxH1 inh = Smad3 (human) transcription factor binding inhibition; P84022; TR-FRET Smad3/Dy647-FoxH1 peptide binding, europium anti-His; inhibition, % at 25 µM; hit rate 0.29% among 88,000; AID 630;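 active means compounds that reduce the energy-transfer binding signal between the protein and its labelled peptide by more than half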;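 further: 0% = Smad3 plus labelled peptide maximal FRET and 100% = peptide-only background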
Target sequence (P84022 whole entry, looked up): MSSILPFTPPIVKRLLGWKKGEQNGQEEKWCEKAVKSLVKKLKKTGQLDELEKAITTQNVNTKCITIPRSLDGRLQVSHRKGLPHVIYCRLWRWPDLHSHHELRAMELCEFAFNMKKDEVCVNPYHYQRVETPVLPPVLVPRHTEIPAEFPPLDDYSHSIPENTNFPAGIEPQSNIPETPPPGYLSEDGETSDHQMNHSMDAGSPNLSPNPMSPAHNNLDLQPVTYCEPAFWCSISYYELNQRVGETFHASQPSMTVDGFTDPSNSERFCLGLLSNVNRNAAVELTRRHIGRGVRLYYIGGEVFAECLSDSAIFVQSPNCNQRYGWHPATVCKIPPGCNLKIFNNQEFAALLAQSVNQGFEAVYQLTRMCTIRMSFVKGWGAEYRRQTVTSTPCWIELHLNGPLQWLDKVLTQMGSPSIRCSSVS
Mac1 fbg enh = increases human CD11b/CD18 adhesion to fibrinogen | K562 CD11b/CD18 adhesion to fibrinogen, ATPlite luminescence | activation, % at 10 µM | P05107+P11215 | hit rate 0.07% among 93,000;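 active means 10 µM primary screen giving 50% or more activity, confirmed by 40% or more on retest at that dose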; further: strong numbers were not always called active; reference of the scale not given here
CD11b adhes inh = CD11b/CD18-fibrinogen binding inhibition; K562 CD11b/CD18 adhesion to fibrinogen, ATPlite luminescence; Mn2+ added to activate the integrin; inhibition, % at 10 µM; hit rate 0.54% among 93,000; AID 1497;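 active means primary inhibition of 50% or more at 10 µM, then 40% or more on retest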; further: some results filed as inactive read as strong as hits
sEH act = soluble epoxide hydrolase (human) activation | P34913 | purified human sEH enzymatic activity, activator screen | hit rate 0.04% among 91,000 | activation, % at 2 µM | AID 717; in the data active means activation above about 37%; further: values of inactives mirror those of a sister screen read the other way
ERa coact pot = ER-alpha (human) coactivator binding potentiation | hit rate 1.3% among 86,000 | P03372 | coactivator binding (% of control), % at 25.6 µM | AID 639 | TR-FRET ERalpha-LBD/SRC-Cy5 coactivator binding, 2 h; 100 = basal binding, no effect; in the data active means activity above about 200%;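 further: binding measured in presence of low estradiol as agonist stimulus; 0% = peptide alone without receptor and 100% = receptor with peptide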
An asterisk follows results filed as active; / = not tested or not shown; [ ] = remark or other dose.

[1] O=C(Nc1ccc(F)cc1)N(Cc1nnc2n1CCCCC2)c1ccccc1
[2] CCOC(=O)N1CCC(NC(=O)C2CCC(Cn3c(=O)[nH]c4ccccc4c3=O)CC2)CC1 (stereo unspecified)
[3] Cc1nnc2c(NC(C)C)nc3ccccc3n12
[4] COc1ccc(CCNC(=O)c2cc(-c3ccccc3OC)on2)cc1OC
[5] CCOC(=O)CSc1nnc(CNc2nc(-c3ccccc3)cs2)n1C
[6] COCCn1c(SCC(=O)c2[nH]c(C)c(C(C)=O)c2C)nc2ccccc21
[7] CCc1c(C)sc(NC(=O)CCc2ccc(OC)cc2)c1C(N)=O
[8] COc1cccc(Oc2cncnc2-c2ccc(OC)cc2O)c1
entry no.,1,2,3,4,5,6,7,8
MT1-MMP txn act,1.1,1,1.3,1,1.1,1.1,/,1
Calb biofilm kill,8,2,-5,4,8,2,/,4
sEH inh,/,25,/,11,8,-7,-6,-9
ERb SRC1 inh,-8,8[fluorescence artefact?],-2,29,-15,7,/,-9
Smad3 FoxH1 inh,5,-48[fluorescence artefact?],3,-1,3[fluorescence artefact?],-3,/,-1
Mac1 fbg enh,-3,/,-3,0,/,-2,-2,1
CD11b adhes inh,3,/,13,-4,/,-1,11,2
sEH act,/,-26,/,-14,-7,7,4,9
ERa coact pot,100,181[fluorescence artefact?],112,236*[fluorescence artefact?],87,77[fluorescence artefact?],/,101

[9] Cn1c2ccc(CC(=O)O)cc2c2cc(CC(=O)O)ccc21
[10] CCOc1[nH]n(-c2ccc(Cl)cc2)c(=O)c1C=Nc1ccc(C)cc1
[11] COC(=O)Cc1c(C)c2ccc(OCc3nn[nH]n3)c(C)c2oc1=O
[12] O=C(CSc1nnc(-c2ccc3c(c2)OCCO3)o1)N1CCCC1
[13] CCOCCCN(CCC#N)S(=O)(=O)c1ccc(S(=O)(=O)N2CCCC2)cc1
[14] CCOc1nnnc2c1sc1nc(N3CCOCC3)c3c(c12)CC(C)(C)OC3
[15] CCCCNC(=O)c1ccc2c(c1)N(CC)C(=O)c1ccccc1S2(=O)=O
[16] c1ccc(NCc2nnc3n2CCCCC3)cc1
entry no.,9,10,11,12,13,14,15,16
MT1-MMP txn act,1.1,/,1,1,1.2,1,1,1.1
Calb biofilm kill,0,/,6,8,7,3,15,7
sEH inh,-11,1,-4,5,/,6,/,-19
ERb SRC1 inh,40[fluorescence artefact?],/,18,2,-9[fluorescence artefact?],-12,2,4
Smad3 FoxH1 inh,12,/,5,11,-3,1,-14,-6
Mac1 fbg enh,-3,6,-2,-2,4,/,-3,-1
CD11b adhes inh,2,-6,-6,4,-12,/,-1,-2
sEH act,13,-3,6,-4,/,-6,/,15
ERa coact pot,99[fluorescence artefact?],/,85,91,136[fluorescence artefact?],110,124,99

[17] CCOc1ccc(C2/C(=C(\O)c3cccc(OC)c3)C(=O)C(=O)N2c2cc(C)on2)cc1OC (stereo unspecified)
[18] Cc1oc(-c2ccccc2F)nc1CS(=O)(=O)CC(=O)N1CCN(c2ccccc2)CC1
[19] CN(CC(=O)Nc1ccncc1)S(=O)(=O)c1ccc(Cl)cc1
[20] Cc1ccc2c(c1)[nH]c1c(=O)n(CCN3CCNCC3)cnc12
[21] O=C(Nc1ccccc1)c1ccc(NCc2ccco2)c(S(=O)(=O)N2CCOCC2)c1
[22] CCOC(=O)/C(C#N)=c1/s/c(=C2\C=Cc3ccccc3N2CC)c(=O)n1CC
[23] CSc1ccccc1C(=O)Nc1cccc(C(C)O)c1 (stereo unspecified)
[24] COC(=O)c1ccc(CSc2nc3c(c(=O)n2-c2ccc(C)cc2)SCC3)o1
entry no.,17,18,19,20,21,22,23,24
MT1-MMP txn act,1.1,/,1.3,1.1,1.2,/,1.1,1.1
Calb biofilm kill,3,10,5,1,4,/,-4,10
sEH inh,/,10,/,-15,3,7,10,/
ERb SRC1 inh,-8,-2,-4[fluorescence artefact?],4[fluorescence artefact?],12,/,-5,27[fluorescence artefact?]
Smad3 FoxH1 inh,-3,0,10[fluorescence artefact?],10,2,/,1,4
Mac1 fbg enh,2,3,-4,2,0,5,1,0
CD11b adhes inh,-8,8,10,8,6,-9,3,-6
sEH act,/,-12,/,14,-5,-3,-6,/
ERa coact pot,108,106,108,117,122,/,105,336*[fluorescence artefact?]

[25] CC(C)(C)NC(=O)CSc1nc(O)cc(=O)n1-c1ccccc1
[26] Cc1cc(=O)[nH]c2c1c(C)nn2-c1ccccc1
[27] Cn1c(N)c(C(=O)COC(=O)C2CCCCC2)c(=O)n(C)c1=O
[28] CCOc1ncccc1C(=O)OCC(=O)NCCc1ccc(OC)cc1
[29] O=C(Nc1ccc(NC(=O)C2CC2)nc1)c1cccs1
[30] CN(C)S(=O)(=O)c1ccc(Nc2ccc(-c3ccc4c(c3)OCCO4)nn2)cc1
[31] COc1ccc(CCNC(=O)CCNS(=O)(=O)c2cccc3nonc23)cc1OC
[32] O=C(NCc1ccccc1)c1ccc(Oc2ccc(C(=O)NCc3ccccc3)cc2)cc1
entry no.,25,26,27,28,29,30,31,32
MT1-MMP txn act,/,1,1,1,1.4,1.1,1,1
Calb biofilm kill,5,4,3,/,10,4,4,8
sEH inh,-11,/,-3,/,2,8,-19,59
ERb SRC1 inh,-2,-11,1,-7,1,-14,-3[fluorescence artefact?],-3
Smad3 FoxH1 inh,1,3,-8,11,10,6,11,-4
Mac1 fbg enh,-2,-2,-6,-3,-1,/,-4,14
CD11b adhes inh,-6,-8,-1,-7,1,/,4,6
sEH act,12,/,2,/,-3,-8,18,-59
ERa coact pot,107,98,87,101,118,113,105,100

[33] CC(C)=C1C2CCC1C1C(=O)N(c3nc(-c4ccc(C(C)C)cc4)c(C)s3)C(=O)C21 (stereo unspecified)
[34] Cc1ccc(C)c(N(CC(=O)NCCSCc2ccco2)S(C)(=O)=O)c1
[35] N#CCSc1ncnc2sc3c(c12)CCC3
[36] Cc1cc(C)n2c3c(c(C#N)c2n1)CCCC3
[37] COc1ccc(OC(C)C(=O)N2CCc3ccccc3C2)cc1 (stereo unspecified)
[38] COc1cccc(NS(=O)(=O)c2ccc3[nH]cc(C(=O)NC4CC4)c(=O)c3c2)c1
[39] COC(=O)c1cccc2c1-c1ccccc1/C2=N/O
[40] Cc1ccc(OCC(=O)N/N=C/c2cccn2C)cc1
entry no.,33,34,35,36,37,38,39,40
MT1-MMP txn act,/,1.1,1.5,1.1,0.9,1.1,1.1,1
Calb biofilm kill,/,1,9,3,6,4,9,9
sEH inh,5,-14,-3,0,11,10,-1,-3
ERb SRC1 inh,/,15,44,-6,-8,14,-7,2[fluorescence artefact?]
Smad3 FoxH1 inh,/,-1,-4,4,-14,-9,11,-4
Mac1 fbg enh,5,-1,-2,4,2,0,2,/
CD11b adhes inh,-12,0,-16,-10,3,-12,-16,/
sEH act,-2,13,3,0,-9,-8,0,2
ERa coact pot,/,128[fluorescence artefact?],75[fluorescence artefact?],103,104,59,89,111

[41] CC1=CC(C)(C)NC(=S)N1c1ccc(C)cc1
[42] CCOC(=O)c1cnn(-c2ncnc3sc4c(c23)CCC4)c1N
[43] CC(C)c1cc(C(=O)O)on1
[44] O=C(O)C1CCCN(S(=O)(=O)c2ccc(F)cc2)C1 (stereo unspecified)
[45] O=C(COC(=O)C12CC3CC(CC(C3)C1)C2)Nc1ccc(OC(F)F)cc1
[46] Cc1ccc(CNc2nc3c([nH]2)c(=O)n(C)c(=O)n3C)cc1
[47] O=c1oc2ccccc2nc1/C=C(O)/C=C\c1ccccc1
[48] O=C(OCc1nc2ccccc2s1)C1CCN(S(=O)(=O)c2cccs2)CC1
entry no.,41,42,43,44,45,46,47,48
MT1-MMP txn act,1.1,1.3,1.1,1.1,/,1.1,/,1.8
Calb biofilm kill,-1,8,2,8,/,10,/,10
sEH inh,5,-10,2,/,53,/,6,-8
ERb SRC1 inh,-7[fluorescence artefact?],12,2,-1,/,-9,/,5
Smad3 FoxH1 inh,-18,7,6,1,/,-4,/,6
Mac1 fbg enh,/,-2,3,-3,-3,0,17,5
CD11b adhes inh,/,-7,56,-7,10,-10,-19,1
sEH act,-5,11,0,/,-52,/,-3,12
ERa coact pot,102,112,151[fluorescence artefact?],114,/,96,/,103

Reformatted with values under each structure: 12 of the compounds above
Below each SMILES: MT1-MMP txn act, Calb biofilm kill, sEH inh, ERb SRC1 inh, Smad3 FoxH1 inh, Mac1 fbg enh, CD11b adhes inh, sEH act, ERa coact pot
34: Cc1ccc(C)c(N(CC(=O)NCCSCc2ccco2)S(C)(=O)=O)c1
→ 1.1, 1, -14, 15, -1, -1, 0, 13, 128[fluorescence artefact?]
35: N#CCSc1ncnc2sc3c(c12)CCC3
→ 1.5, 9, -3, 44, -4, -2, -16, 3, 75[fluorescence artefact?]
36: Cc1cc(C)n2c3c(c(C#N)c2n1)CCCC3
→ 1.1, 3, 0, -6, 4, 4, -10, 0, 103
37: COc1ccc(OC(C)C(=O)N2CCc3ccccc3C2)cc1 (stereo unspecified)
→ 0.9, 6, 11, -8, -14, 2, 3, -9, 104
38: COc1cccc(NS(=O)(=O)c2ccc3[nH]cc(C(=O)NC4CC4)c(=O)c3c2)c1
→ 1.1, 4, 10, 14, -9, 0, -12, -8, 59
39: COC(=O)c1cccc2c1-c1ccccc1/C2=N/O
→ 1.1, 9, -1, -7, 11, 2, -16, 0, 89
40: Cc1ccc(OCC(=O)N/N=C/c2cccn2C)cc1
→ 1, 9, -3, 2[fluorescence artefact?], -4, /, /, 2, 111
41: CC1=CC(C)(C)NC(=S)N1c1ccc(C)cc1
→ 1.1, -1, 5, -7[fluorescence artefact?], -18, /, /, -5, 102
42: CCOC(=O)c1cnn(-c2ncnc3sc4c(c23)CCC4)c1N
→ 1.3, 8, -10, 12, 7, -2, -7, 11, 112
43: CC(C)c1cc(C(=O)O)on1
→ 1.1, 2, 2, 2, 6, 3, 56, 0, 151[fluorescence artefact?]
44: O=C(O)C1CCCN(S(=O)(=O)c2ccc(F)cc2)C1 (stereo unspecified)
→ 1.1, 8, /, -1, 1, -3, -7, /, 114
45: O=C(COC(=O)C12CC3CC(CC(C3)C1)C2)Nc1ccc(OC(F)F)cc1
→ /, /, 53, /, /, -3, 10, -52, /

Not all compounds are listed (hit frequency here may not be typical).
